# Screening results (PubChem BioAssay)
# Tb PYK inh – T. brucei pyruvate kinase inhibition; Q57TT1; TbPYK enzyme, Kinase-Glo Plus ATP luminescence, 45 min; Potency, µM (highest dose often 76.8 µM), inactives show top-dose activity, negative = inhibition, hits mostly inhibitors; actives 0.12% (n = 410,000); AID 624173; further: potency means the concentration at half of the fitted maximal effect; on the % scale 0 is the no-effect control and ±100 the full control effect; nearly all actives have a fitted effect of over 50% in size
#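 Luminescent Kinase-Glo Plus end-point after 45 min room-temperature reaction of T. brucei pyruvate kinase started with 130 uM ADP (final). Buffer TEA 50 mM pH 7.2 with KCl, MgCl2, BSA, Tween-20; titration-based qHTS with fitted concentration-effect curves.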
# Pf growth 48h – inhibits P. falciparum growth in the first generation, 48 h | P. falciparum luciferase growth in erythrocytes, 48 h | Potency, µM (highest dose often 28.7 µM), for inactives: at the top dose activity change, negative = inhibition, actives largely listed as inhibitors | actives 5.9% (n = 310,000) | AID 504832; further: potency means the concentration at half of the fitted maximal effect; on the % scale 0 is the no-effect control and ±100 the full control effect
#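 Read-out is firefly luciferase luminescence from an integrated reporter in P. falciparum, so falling signal marks reduced parasite growth. Infected erythrocytes were at 2% hematocrit and 0.1% parasitemia (final) in Albumax-supplemented RPMI 1640.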
# LmPK inhibitor – blocks Leishmania mexicana pyruvate kinase activity; purified LmPK, Kinase-Glo ATP luminescence, 1 h; Potency, µM (doses to about 57.5 µM), without a hit: top-dose activity change, negative = inhibition, hits mostly inhibitors; actives 0.37% (n = 290,000); AID 1721; further: potency means the concentration at half of the fitted maximal effect; on the % scale 0 is the no-effect control and ±100 the full control effect
# Target sequence (Q27686 whole entry, looked up): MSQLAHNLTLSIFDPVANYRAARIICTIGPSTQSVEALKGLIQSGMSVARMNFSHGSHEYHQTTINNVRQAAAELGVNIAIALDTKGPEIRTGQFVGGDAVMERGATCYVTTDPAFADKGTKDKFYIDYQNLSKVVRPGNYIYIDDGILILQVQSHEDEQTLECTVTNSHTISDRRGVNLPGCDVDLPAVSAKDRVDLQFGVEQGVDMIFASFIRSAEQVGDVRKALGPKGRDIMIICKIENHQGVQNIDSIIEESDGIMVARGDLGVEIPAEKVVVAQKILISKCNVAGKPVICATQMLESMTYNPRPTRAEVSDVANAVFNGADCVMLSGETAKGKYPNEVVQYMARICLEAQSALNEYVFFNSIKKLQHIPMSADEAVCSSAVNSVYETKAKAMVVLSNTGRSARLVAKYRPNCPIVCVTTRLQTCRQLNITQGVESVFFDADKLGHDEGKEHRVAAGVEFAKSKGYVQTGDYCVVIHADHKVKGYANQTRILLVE
#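 0.1 nM LmPK, 0.5 mM PEP, 0.1 mM ADP; 50 mM imidazole pH 7.2, 7 mM MgCl2, 50 mM KCl; 1 h RT. Kinase-Glo luminescence readout, normalized to no-enzyme (full inhibition) and uninhibited wells.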
# Shiga inhibitor – Shiga toxin inhibition; Vero cells, Shiga toxin protein synthesis inhibition reporter; inhibition, % at 38.7 µM; actives 9.2% (n = 290,000); AID 2315; in the data active means inhibition mostly above about 28%, no sharp cut-off; inactive means mostly below about 43%; further: 0% is about no effect
# CHX counter – counter-screen hit for Shiga toxin inhibitors, cycloheximide; cell reporter, cycloheximide protein synthesis inhibition counterscreen; AID 2314; max response, %; actives 12% (n = 300,000); in the data active means max response mostly above about 13%, no sharp cut-off; inactive means mostly below about 14%; further: read at 38.3 µM for the half of the compounds with a filed dose; 0% is about no effect
# HCV inhibitor – HCV inhibition | Huh7.5.1 HCVcc-Cre infection, luciferase reporter, 44 h | Potency, µM (top dose mostly 41.8 µM), for the others: top-dose activity change, negative = inhibition, usual class: inhibitors | actives 3.4% (n = 340,000); further: potency means the concentration at half of the fitted maximal effect; on the % scale 0 is the no-effect control and ±100 the full control effect
#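 HCVcc-Cre virus at an moi near 0.5 was added right after compound to cells cultured 4 h from seeding (1,000 cells/well). Luciferase activity was determined 44 h later, 15 min after substrate addition at RT.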
# Pf growth 96h – inhibits malaria parasite growth, 96 h. actives 6.9% (n = 320,000). P. falciparum luciferase reporter growth, 96 h. Potency, µM (highest dose often 28.7 µM), for inactives: at the highest dose activity change, negative = inhibition, most hits filed as inhibitors. AID 504834; further: potency means the concentration at half of the fitted maximal effect; on the % scale 0 is the no-effect control and ±100 the full control effect
#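 P. falciparum expressing integrated firefly luciferase grown in erythrocytes (2% hematocrit, 0.05% parasitemia final) with compounds for 96 hours at 37 C, 5% CO2. Growth inhibition read as loss of luminescence after adding luciferase detection reagent.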
# The depositor's hits bear a star; ? = inconclusive; · = not tested or not shown; + = active, no number; & = joins results of further samples; [ ] = remark or other dose. Unless noted, the call rests on the fitted dose curve; in most records, active means well fitted curve in the direction sought with a large enough effect; inconclusive means small, poorly fitted or top-dose-only effect, or another doubt; inactive means no such curve, though single readings can be large; an effect the other way counts as inactive or inconclusive.
SMILES,Tb PYK inh,Pf growth 48h,LmPK inhibitor,Shiga inhibitor,CHX counter,HCV inhibitor,Pf growth 96h
O=c1cnn(Cc2c(Cl)cccc2Cl)c2ccccc12,-1%,13µM*,-2%,-4,-3,-5%,9.3µM*
Cc1cc(C)cc(NC(=O)Nc2ccc(N3CCCCC3)cc2)c1,-25%,86%[activator],-14%,27,38*,-23%,37%[activator]
O=C(NCc1ccccc1)C(=O)c1cn(CC(=O)N2CCOCC2)c2ccccc12,4%,7%,-14%,1,7,7%,?
CN(CC(=O)N1CC=C(c2ccccc2)CC1)S(=O)(=O)c1ccc2c(c1)c(=O)n(C)c(=O)n2C,-1%,·,16%,-15,-5,-10%,?
O=C1CCCC2=C1C(c1cccs1)Nc1ccccc1N2 (configuration not stated),-8%,11%,0%,13,-3,22%,41%[activator]
COC(=O)CCC(=O)OC1(C)C(=O)C=C2C=C(C3CC3)N(CCc3ccccn3)C=C2C1=O (configuration not stated),3%,24%,-5%[11.5 µM],-7,-3,7%,?
CC1CC(C)CN(CCCNC(=O)c2ccc(CS(=O)(=O)Cc3ccccc3F)o2)C1 (configuration not stated),-7%,1%,-2%,20,1,-1%,?
CCOC(=O)C1=C(c2ccccc2)N=C2SCC(=O)N2C1c1ccc(O)c(OC)c1 (configuration not stated),-8%,·,5%,-9,-1,23%,?
CCOC(=O)C1CCN(C(=O)COc2ccc(S(=O)(=O)NC(C)C)cc2Cl)CC1,6%,-11%,1%,6,7,12%&7%,6%[5.75 µM]
O=C(Nc1ccc2cn[nH]c2c1)c1ccccc1F,2%,339%[activator],-15%,40*,60*,-12%,384%[activator]
CS(=O)(=O)c1cccc(C(=O)N(CCc2ccccc2)Cc2cccs2)c1,-2%,-16%,2%,-3,3,6%,?
COc1ccc(/C=C/C(=O)NC(=S)N2CCOCC2)cc1,-10%,52%[activator],?,73*,39*,9%,0%
CN(CC(=O)Nc1ccc(S(=O)(=O)N2CCOCC2)cc1)Cc1ccc(F)cc1,2%,?,·,·,·,6%,13µM*
CSCCC(NS(=O)(=O)c1ccc2[nH]c(=O)c(=O)[nH]c2c1)C(=O)O (configuration not stated),-1%,32%[activator],2%,7,8,-6%,14%
CC(=O)Oc1cccc(C2C3=C(CC(C)(C)CC3=O)Nc3ccccc3N2C(C)=O)c1 (configuration not stated),1%,-11%,9%,·,-1,28%,-29%
Cc1ccc2nc(C)cc(Nc3ccc4c(c3)OCCO4)c2c1,-1%,·,7%,38*,60*,?,-100%
O=C1/C(=C/c2ccc3c(c2)OCO3)CCC/C1=C\c1ccc2c(c1)OCO2,2%,1%,1%,-10,1,-2%&-7%,17%
COc1ccc(C(=O)N/C(=C\c2cn(S(=O)(=O)N(C)C)c3ccccc23)C(=O)NC(C)C)cc1,1%,10%,1%,-13,11,4%,?
Cc1nn(-c2ccccc2)c(C)c1/C=N\N1CCN(c2ccc(Cl)cc2)CC1,2%,13µM*,2%,-6,-1,1%,?
Cc1cccc(CC(C)NC(=O)c2cc(COc3ccc(F)cc3F)on2)n1 (configuration not stated),0%,18%,5%,45*,49*,-25%,-16%
COc1ccc(NC(=O)Nc2ccc(F)cc2)cn1,0%,30%,-2%,34*,29*,-3%,0%
C=CCN(C(=O)Cn1nnc2ccccc21)C(C(=O)NCCOC)c1ccc(OC)cc1OC (configuration not stated),2%,?,0%,-5,3,14%,·
CCN(Cc1ccccc1)S(=O)(=O)c1ccc(C(=O)N(CCCN(C)C)c2nc3c(C)c(C)ccc3s2)cc1,-3%,?,·,·,·,13µM*,?
Cc1ccc(C)c(CSCc2nc3ccccc3[nH]2)c1,-13%,?,2%,-1,4,?,?
COCCCN1CN(S(=O)(=O)c2ccc(Cl)cc2)c2nc3ccccc3nc21,-6%,-28%,6%,-11,2,14%,-29%
O=C(Nc1cc([N+](=O)[O-])ccc1N1CCOCC1)c1ccco1,-4%,7%,0%,25,-6,?,?
CCCCn1c(SCC(=O)O)nc2ccccc21,1%,17%,-7%,20,0,19%,0%
CCC(CC)C(=O)Nc1nnc(CCc2ccccc2)s1,-8%,-6%,-5%,-1,9,2%,-28%
Cc1ccc(C2(C)NC(=O)N(CC(=O)N(Cc3ccccc3)C(C)(C)C)C2=O)cc1 (configuration not stated),1%,?,0%,1,-2,-18%,?
CCN(CC(=O)Nc1ccc(OC)cc1)C(=O)c1ccc2c(c1)NC(=O)C(C)S2 (configuration not stated),28µM*,0%,·,·,·,-2%,18%
CCC(C)N1C(=O)NC(=O)C2(Cc3c(ccc4ccccc34)N(C)C2)C1=O (configuration not stated),-4%,-4%,7%,-3,-3,?,?
CCOc1ccc(-n2c(-c3ccccc3)nnc2-c2ccccc2)cc1,-3%,-2%,-4%,8,-4,-5%,?
O=C(Nc1cccc(-c2ccc(N3CCOCC3)nn2)c1)c1ccc(F)cc1F,-3%,60%[activator],·,·,·,-12%,53%[activator]
Cc1cccc(NS(=O)(=O)c2ccc(C(=O)N3CCCC3)cc2)c1C,3%,1%,·,·,·,4%,20%
CC1Cc2ccccc2N1S(=O)(=O)c1cnc[nH]1 (configuration not stated),-21%,-21%,-4%,-18,-2,-5%,?
Cc1nn(C(CC(=O)O)C(=O)O)c(C)c1Br (configuration not stated),21%,-7%,4%,-2,-2,9%,-1%
Cc1ccc(NC(=O)Nc2nnc(-c3ccncc3)s2)cc1,1%,0%,3%,-16,-2,?,9.3µM*
CC(=O)c1ccc(OCC(C)Oc2ccc(C#N)cc2)cc1 (configuration not stated),-1%,5%,9%,-5,10,?,-22%
CC(C)CC(NC(=O)C(CC(C)C)NC(=O)OC(C)(C)C)C(=O)O (configuration not stated),0%,51%[activator],-4%,6,10,6%,-2%
N#CCSc1nc2ccccc2c2nc3ccccc3n12,-5%,?,0%,+,5,?,7.4µM*
Cc1cc(C(F)(F)F)nc(Nc2nc(C)c3ccccc3n2)n1,2%,0%,-4%,-2,10,2%,·
Cc1oc(-c2ccccc2)nc1CN1C(=O)CN=C(c2ccccc2)c2ccccc21,5%,-14%,-1%,-13,-5,-21%,-29%
Cc1cc(NC(=O)CSc2nnc3ccc(-c4ccc(F)cc4)nn23)no1,-8%,-32%,·,·,·,5%,-2%
COc1cc(OC)c2c(-c3ccccc3)cc(=O)oc2c1C(CCN1CCCC(C)C1)c1ccc2c(c1)OCO2 (configuration not stated),2%,12µM*,1%,-5&-5,-3&-3,-25%,?
O=C(c1cc(-c2ccc(Cl)cc2Cl)on1)N1CCOCC1,5%,169%[activator],-16%,59,25*,-5%,-13%
C=C(C)C(=O)Nc1nnc(-c2ccccc2C)s1,0%,-24%,4%,24,34*,6%,-9%
O=C(CN1CCC(O)(c2cccc(C(F)(F)F)c2)CC1)NCCc1ccccc1,1%,?,-1%,-7,-1,?,39%[activator]
COc1ccccc1NC(=O)Nc1ccncc1,2%,11%,-9%,34,-1,3%,?
Cc1cccc(C)c1NC(=O)N1CC(C)OC(C)C1 (configuration not stated),-3%,-2%,-5%,-12,-1,22%,17%
C=C(C)C(=O)OCC(C)C,-8%,21%,·,·,·,10%,48%[activator]

# The list continues:
SMILES,Tb PYK inh,Pf growth 48h,LmPK inhibitor,Shiga inhibitor,CHX counter,HCV inhibitor,Pf growth 96h
COc1ccccc1CCN1CCCC(CN(C)C(=O)CCC(N)=O)C1 (configuration not stated),2%,2%,-1%,1,-1,2%,0%
Cc1ccc(C2C(C#N)=C(N)Oc3cc(C)oc(=O)c32)o1 (configuration not stated),-10%,14%,-3%,-9,-3,0%,21%
O=S(=O)(NCCCN1CCOCC1)c1ccc2ccccc2c1,-2%,?,7%,9,-3,-2%,39%[activator]
CCN(CC)C(=O)Cn1cnc2sc(C)c(S(=O)(=O)N3CCC(C)CC3)c2c1=O,0%,5%,8%,62,-2,11%,-16%
CC(=O)c1cc2c(cc1NC(=O)Cn1cnc3ccccc3c1=O)OCO2,1%,3%,·,·,·,?,?
CC(C)(C)c1ccc(C(=O)NC(=S)Nc2ccc(N3CCOCC3)cc2)cc1,15%,?,1%,-3,-1,3%,12µM*
c1ccc(-c2cc(-c3nc4ccccc4[nH]3)c3ccccc3n2)cc1,-5%,?,7%,13,6,?,?
CCOc1ccc(NC(=O)CN(C)C(=O)CC2CC3CCC2C3)cc1OCC (configuration not stated),0%,?,-5%,69,-2,-29%,?
C[C@H](NC(=O)[C@@H]1CSC2c3ccccc3C(=O)N21)C(=O)NCCc1ccc(F)cc1 (some centres not stated),2%,0%,-5%,18,8,7%,-28%
CC(C)N(CCNCc1nnc(-c2ccccc2)o1)C(C)C,15%,12%,-5%,19,-2,18%,5%
CCCCN1C(=O)c2ccc(C(=O)Nc3ccc(C)c(S(=O)(=O)N(C)C)c3)cc2C1=O,6%,10%,4%,-2,5,?,19%
O=C(N/N=C/c1cccs1)[C@H]1C[C@@H]1c1ccccc1,-6%,-7%,-1%,-11,-1,-1%,110%[activator]
O=C(Nc1ccc2c(c1)OCCO2)C1CCCN(S(=O)(=O)c2cccc3nsnc23)C1 (configuration not stated),0%,·,-2%,39,24*,?,-46%
N#C/C(=C\c1c(F)cccc1Cl)S(=O)(=O)c1ccccn1,-2%,-1%,-2%,-14,-2,16%,11%
Cc1cc(C)nc(NN=C(c2ccccc2)c2ccccc2)n1,1%,?,-1%,-3,-4,?,13µM*
COc1ccc(S(=O)(=O)N2CCOCC2)cc1NC(=O)c1ccccc1C,0%,-10%,1%,18,-3,-6%,-6%
COc1ccc(C)cc1NC(=O)CCCN1C(=O)C(c2ccccc2)Oc2cccnc21 (configuration not stated),1%,?,8%,-2,1,?,20%
CCOC(=O)C1CCN(C(=O)COc2ccc(S(=O)(=O)N3CCOCC3)cc2C)CC1,-5%,-12%,1%,-9,-2,12%,?
CC(=O)c1c(C)n(-c2ccccc2)c2ccc(OCC(O)CN3CCOCC3)cc12 (configuration not stated),-2%,-30%,5%,-18,-5,?,-9%

# 4 of the compounds above, as labelled records.
O=C(Nc1ccc2c(c1)OCCO2)C1CCCN(S(=O)(=O)c2cccc3nsnc23)C1 (configuration not stated)
- Tb PYK inh = 0%
- Pf growth 48h = ·
- LmPK inhibitor = -2%
- Shiga inhibitor = 39
- CHX counter = 24*
- HCV inhibitor = ?
- Pf growth 96h = -46%
N#C/C(=C\c1c(F)cccc1Cl)S(=O)(=O)c1ccccn1
- Tb PYK inh = -2%
- Pf growth 48h = -1%
- LmPK inhibitor = -2%
- Shiga inhibitor = -14
- CHX counter = -2
- HCV inhibitor = 16%
- Pf growth 96h = 11%
Cc1cc(C)nc(NN=C(c2ccccc2)c2ccccc2)n1
- Tb PYK inh = 1%
- Pf growth 48h = ?
- LmPK inhibitor = -1%
- Shiga inhibitor = -3
- CHX counter = -4
- HCV inhibitor = ?
- Pf growth 96h = 13µM*
COc1ccc(S(=O)(=O)N2CCOCC2)cc1NC(=O)c1ccccc1C
- Tb PYK inh = 0%
- Pf growth 48h = -10%
- LmPK inhibitor = 1%
- Shiga inhibitor = 18
- CHX counter = -3
- HCV inhibitor = -6%
- Pf growth 96h = -6%
